Assay outcomes deposited in PubChem BioAssay by several laboratories.
HSF1 inh = HSF1 inhibitors in luciferase reporter cells, primary screen, cell-based, NIH3T3, luminescence; activity change, negative = inhibition, % at 7.5 µM (by protocol); AID 2098, 2009; NIH3T3-HGL HSE-luciferase, MG132-induced, luminescence 8 h; active compounds read low; hit rate 0.77% among 300,000;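 active means more than half of replicate wells show activity change below -50%, luminescence cut by over half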;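 further: luciferase reports HSF-1 transcriptional activity via heat shock element; 0% = median of DMSO wells and -100% = zero luminescence signal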
HSP90 inh = HSP90 inhibitors, primary screen, cell lysate, luminescence | inhibition, % at 5.6 µM | Rabbit reticulocyte lysate, luciferase refolding luminescence, 3 h | hit rate 0.91% among 290,000 | AID 1789, 2009;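 active means inhibition above the screen-wide mean plus 3 SD, computed separately per campaign, cut at about 16% in these data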;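 further: 0% = DMSO wells and 100% = 60 µM geldanamycin wells; inhibitors lower the luminescence because luciferase stays unfolded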
IEC-6 tox = cytotoxicity in IEC-6 intestinal epithelial cells, primary screen, cytotoxicity control for KLF5 inhibitor project, cell-based, luminescence; IEC-6 cytotoxicity, luminescence viability; inhibition, % at 5 µM; hit rate 0.78% among 290,000; in the data active means inhibition above about 22%;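 further: 0% = plate median of test compound wells and 100% = cytotoxic reference compound wells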
PolyA inhibitor = polyadenylation inhibitors in yeast reporter cells, primary screen, luminescence, S. cerevisiae; hit rate 0.02% among 300,000; AID 1875, 2009; S. cerevisiae SKY197-pL101 polyadenylation reporter, beta-gal luminescence; efflux-impaired pdr1/pdr3 knockout yeast; score 100 = 6 SD above DMSO; calls only at 12 µM;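 active means lowest replicate activity score at least 50, where 100 means six control SD above control mean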;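 further: yeast exposed to compound for 9 h at 30 °C; higher score means more reporter readthrough which indicates perturbed polyadenylation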
KLF5 inhibitor = KLF5 expression inhibitors, primary screen, DLD-1 cells, luminescence; DLD-1 KLF5 promoter-luciferase reporter; inhibition, % at 5 µM; hit rate 0.23% among 290,000;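 active means inhibition above a per-plate limit of that plate's mean compound inhibition plus 3 SD, cut at about 60% in these data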;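 further: 0% = DMSO wells and 100% = LY294002 at 200 µM; higher means less KLF5 promoter-driven luciferase light; inactives centre near -14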
GSK3 alpha inh = blockers of GSK3A enzyme activity – biochemical, luminescence, cell-free homogeneous, HTS, primary screen. inhibition, % at 10 µM. AID 2650, 2010. Glycogen synthase kinase-3 alpha (Homo sapiens), P49840. GSK-3 alpha kinase, ADP-Glo luminescence, 60 min. hit rate 0.1% among 320,000;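 in the data active means inhibition above about 50%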;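 further: GST-tagged GSK-3 alpha with peptide substrate and 25 µM ATP; 0% = DMSO neutral wells and 100% = GW8510 positive control wells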
Target sequence (P49840 whole entry, looked up): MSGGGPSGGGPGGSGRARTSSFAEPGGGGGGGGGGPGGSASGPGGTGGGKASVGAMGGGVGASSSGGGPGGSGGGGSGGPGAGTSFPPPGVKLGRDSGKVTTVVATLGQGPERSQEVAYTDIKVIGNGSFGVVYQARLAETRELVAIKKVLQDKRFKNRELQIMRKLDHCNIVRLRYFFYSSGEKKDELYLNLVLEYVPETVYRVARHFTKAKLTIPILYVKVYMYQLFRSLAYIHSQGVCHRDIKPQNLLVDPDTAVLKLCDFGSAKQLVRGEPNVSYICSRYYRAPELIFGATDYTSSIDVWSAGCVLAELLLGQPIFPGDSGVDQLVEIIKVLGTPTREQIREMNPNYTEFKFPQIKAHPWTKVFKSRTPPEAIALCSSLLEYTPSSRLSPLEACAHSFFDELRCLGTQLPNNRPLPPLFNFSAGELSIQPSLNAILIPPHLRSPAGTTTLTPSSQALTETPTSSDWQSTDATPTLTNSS
HSF1 activator = HSF-1 activators, primary screen, NIH3T3-HGL cells, MG132 stress, luminescence, single point; hit rate 1.7% among 300,000; activation, % at 9 µM; NIH3T3-HGL HSF-1 luciferase reporter, 8 h; 100% = twice DMSO control signal;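 active means mean replicate activation of at least 50% with a set share of replicates each reaching 50%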;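 further: 0% = median of the neutral control wells and 100% = twice that signal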
AI-2 QS mod = Vibrio harveyi AI-2 quorum sensing modulators, primary screen, JMH597 strain, luminescence/OD600 ratio | hit rate 0.4% among 300,000 | activity change, % at 7.5 µM | Vibrio harveyi JMH597 AI-2 luminescence/OD600 ratio, 9 h; active compounds read low; strain lacks LuxN and CqsS sensors; 0 = neutral-control median; in the data active means activity change below about -75%, passing the limit was not always enough;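 further: luminescence divided by OD600 gain over 9 h not by final OD600 alone; inactives centre near 13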
aSyn UTR inh = MLPCN primary screen, SNCA 5' untranslated region; alpha-synuclein 5'UTR reporter, inhibitor activity; inhibition, % (tested at 7.5 µM); hit rate 0.82% among 300,000; AID 1813, 2009; in the data active means inhibition above about 60%;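 further: H4 neuroglioblastoma cells stably carrying SNCA 5'UTR luciferase fusion; 0% = DMSO wells and 100% = positive control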
GSK3B inh = human GSK3beta kinase inhibitors, primary screen, biochemical, cell-free homogeneous, HTS. activity score (negative = inhibition), % at 10 µM. hit rate 0.038% among 300,000. Glycogen synthase kinase-3 beta (Homo sapiens), P49841. GST-GSK3beta kinase, ADP-Glo luminescence, 60 min; active compounds read low. AID 2097, 2009;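 active means more than half of replicate wells score below -50%, meaning over 50% inhibition versus plate controls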;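 further: 0% = median DMSO wells and -100% = median GW8510 positive control wells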
Target sequence (P49841 whole entry, looked up): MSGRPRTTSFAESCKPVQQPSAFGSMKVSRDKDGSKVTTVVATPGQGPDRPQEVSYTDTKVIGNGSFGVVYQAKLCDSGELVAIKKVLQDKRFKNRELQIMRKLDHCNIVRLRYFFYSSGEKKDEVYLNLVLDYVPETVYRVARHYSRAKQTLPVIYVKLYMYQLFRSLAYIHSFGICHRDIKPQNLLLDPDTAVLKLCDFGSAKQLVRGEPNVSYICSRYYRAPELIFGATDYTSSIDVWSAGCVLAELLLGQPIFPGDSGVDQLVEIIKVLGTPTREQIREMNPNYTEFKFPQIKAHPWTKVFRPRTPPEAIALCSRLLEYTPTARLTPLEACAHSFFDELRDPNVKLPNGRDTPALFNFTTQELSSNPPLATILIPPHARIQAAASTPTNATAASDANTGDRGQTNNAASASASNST
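test system = GST-tagged human GSK3beta kinase, cell-free | reagent = 25 µM ATP with peptide substrate | dosing = one dose of 10 µM per compound | schedule = 60 min reaction, RT | detection = luminescent ADP-Glo measurement of ADP formed | control set = DMSO neutral wells and GW8510 at 20 µM as positive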
* = called active by the depositor; i = inactive; / = no result given; & = joins results of further samples. This is a subset (hit frequency here may not be typical).

SMILES	HSF1 inh	HSP90 inh	IEC-6 tox	PolyA inhibitor	KLF5 inhibitor	GSK3 alpha inh	HSF1 activator	AI-2 QS mod	aSyn UTR inh	GSK3B inh
C=CCN(c1ccc(C(=O)Nc2ccc(C)cc2)cc1)S(C)(=O)=O	/	-1	6	i	-30	7	/	21	-2	0
COc1ccc(NC(=S)NC(NC(=O)C(C)C)C(Cl)(Cl)Cl)c([N+](=O)[O-])c1 (centres undefined)	0	1	-13	i	-32	-2	7	26	-2	0
Cc1ccnc(NS(=O)(=O)c2ccc(NC(=O)c3ccc(Cl)cc3[N+](=O)[O-])cc2)n1	-3	-2	5	i	-41	-2	-7	-2	10	5
CCC(C)n1c(=S)[nH]c2ccccc2c1=O (centres undefined)	0	-3	-3	i	13	2	0	-9	14	-4
COc1ccc(Cl)cc1NC(=O)C/C(C)=N/NC(=O)CCc1ccccc1	4	0	-9	i	-9	2	-7	19	10	3
CCc1ccc2[nH]c3nc(N/N=C/c4cccc(O)c4)nnc3c2c1	-2	1	3	i	59	3	17	12	9	1
CCOC(=O)C1CCCCN1Cc1ccc(C(F)(F)F)cc1 (centres undefined)	-10	-3	-4	i	-37	-2	9	9	8	1
CC1=NN(c2ccccc2)C(=O)C1N=Nc1ccc(S(N)(=O)=O)cc1 (centres undefined)	-78*	8	1	i	-10	0	-80	8	11	-1
Cc1ccc(CNC(=O)CCc2ccc(S(=O)(=O)NCC(C)C)cc2)cc1	18	-5	4	i	-22	1	-4	13	-6	1
Cc1cccc(C(=O)N=c2c(C#N)cc3c(=O)n4cccc(C)c4nc3n2Cc2ccco2)c1	-7&4	3	-9	i	-15	3	-7&23	16	6	1
Cc1ccc(Cn2ncc3c(N4CCN(CCc5ccccc5)CC4)ncnc32)cc1	1	2	6	i	-4	-2	11	28	6	-3
COc1ccc(CCN(C)C(=O)C2CCCN(Cc3ccc(OC)c(OC)c3)C2)cc1OC (centres undefined)	-4&-9	-2&3	-2&-1	i	2&-6	-4&0	10&1	13&18	-18&5	-2&-2
COc1cc(/C=N/O)ccc1OCc1ccc(Cl)cc1	47	-3	-1	i	-254	-1	108*	10	-97	0
CCc1ccc2nc(NC(=O)CCCc3cccs3)sc2c1	10	-2	0	i	-31	-1	9	-4	-81	-1
Cc1ccc(SCC(=O)NNC(=O)c2ccc(S(C)(=O)=O)cc2)cc1	6	2	-3	i	-33	-2	-3	19	2	-2

Copied from the entries so far (2 entries):
SMILES	HSF1 inh	HSP90 inh	IEC-6 tox	PolyA inhibitor	KLF5 inhibitor	GSK3 alpha inh	HSF1 activator	AI-2 QS mod	aSyn UTR inh	GSK3B inh
C=CCN(c1ccc(C(=O)Nc2ccc(C)cc2)cc1)S(C)(=O)=O	/	-1	6	i	-30	7	/	21	-2	0
COc1ccc(NC(=S)NC(NC(=O)C(C)C)C(Cl)(Cl)Cl)c([N+](=O)[O-])c1 (centres undefined)	0	1	-13	i	-32	-2	7	26	-2	0

The list goes on:
SMILES	HSF1 inh	HSP90 inh	IEC-6 tox	PolyA inhibitor	KLF5 inhibitor	GSK3 alpha inh	HSF1 activator	AI-2 QS mod	aSyn UTR inh	GSK3B inh
COc1ccc(NC(=O)CCCCC(=O)Nc2ccc(OC)cc2OC)c(OC)c1	2	/	/	i	/	-3	-5	15	12	0
O=C(CSc1nncs1)Nc1cc(-c2ccccc2)nn1-c1ccccc1	-6	0	5	i	-8	0	0	-6	15	-5
CCCn1c(=O)c(C(=O)NCc2cccnc2)c(O)c2ccccc21	-1	4	9	i	-6	-1	2	11	-13	-4
CN1CCC(N(C)S(=O)(=O)c2ccc(NC(=O)COc3cccc(C(F)(F)F)c3)cc2)CC1	-2	/	/	i	/	1	-9	11	-2	3
N=C(N)N1CCc2ccccc2C1	-38	3	-2	i	-26	-4	-50	18	3	1
COc1ccc(OCC(=O)Nc2ccc(C)cc2)cc1	8	-2	4	i	-19	/	-3	-9	4	2
CCCc1ccc(OCc2ccc(C(=O)N3CCSCC3)o2)cc1	11	52*	-3	i	-95	-2	16	14	-148	2
O=C(NCc1ccco1)C(Cc1ccccc1)NS(=O)(=O)c1cccc2nsnc12 (centres undefined)	6	-4	0	i	-18	/	5	-3	4	3
CC(CCc1ccccc1)NC(=O)COc1cc(F)ccc1[N+](=O)[O-] (centres undefined)	-3	3	4	i	-6	0	-1	40	23	1
Cc1cc(SCC(=O)c2ccc3c(c2)OCO3)nc2ccccc12	6	1	1	i	-19	-3	3	-4	-28	0
O=C(CC(=O)NC1CCCCC1)N/N=C/c1ccc(Cl)cc1	-4	-4	-10	i	-37	-3	-20	8	15	4
COCCCNC(=O)COc1ccc2oc3c(c2c1)CCCC3	-2	-9	-3	i	11	-2	-1	13	5	1
Cc1ccc(CN2CCSCC2)cc1	3	-3	-5	i	-20	-1	-14	24	10	2
O=C(Nc1ccc2nc(-c3ccco3)c(-c3ccco3)nc2c1)N1CCN(c2ccccn2)CC1	-4	-1	-1	i	3	/	10	27	20	2
COc1cc(OC)c(NC(=O)c2ccco2)cc1Cl	5	-5	-1	i	-3	-2	1	15	-49	1
Cc1cc(Oc2ccc(=O)n(C)n2)nc(SCCOc2ccccc2)n1	2	0	8	i	-21	0	5	11	4	3
COc1ccccc1C(=O)NC(=O)COC(=O)c1ccc(C)o1	3	/	/	i	/	-1	10	10	14	3
CCN(Cc1ccccc1)C1CCN(Cc2ccccc2)CC1	-9	-1	3	i	-18	4	-21	16	-2	12
COc1cccc(OC)c1/C(O)=C(\C#N)c1nc2ccccc2[nH]1	/	8	2	i	-19	9	/	8	-1	0
COc1cccc(OC)c1OCCCN1CCOCC1	2	-1	1	i	-5	-1	-2	9	23	0
CCOC(=O)C1=C(C)N(c2ccc(C)cc2)C(=O)/C1=C\c1ccc(O)c(OC)c1	6	6	1	i	-2	0	13	8	-8	3
COc1cccc(C(=O)NC2(C(F)(F)F)N=C3SCCN3C2=O)c1 (centres undefined)	-2	4	8	i	8	/	-5	16	-2	0
O=C(Nc1sc2c(c1C(=O)O)CCCCC2)c1ccco1	-7	8	-1	i	-132	-7	22	42	-96	7
CC1CCc2sc(NC(=O)c3ccc(N4C(=O)CCC4=O)cc3)c(C(N)=O)c2C1 (centres undefined)	4	-1	3	i	-6	0	8	16	-36	-4
COc1ccc(-c2nc(-n3c(C)c(C(C)=O)c(C(C)=O)c3C)sc2C)cc1OC	-3	3	1	i	-21	1	-1	11	38	1
COc1ccc(-c2occ(C(=O)O)c2C(=O)O)cc1	3	-2	-4	i	-50	-1	15	22	8	0
CCOC(=O)C(=O)NC(C)c1ccccc1 (centres undefined)	8	2	-3	i	-7	0	7	18	6	2
Fc1cccc(F)c1-n1c(CN2CCCC2)csc1=S	-1	-2	2	i	-14	-2	3	15	-18	-1
Cc1ccc(-c2csc(NC(=O)C3CSC4(C)CCC(=O)N34)n2)cc1 (centres undefined)	0	/	/	i	/	-1	8	/	-26	/
CC(C)C[C@H](NC(=O)NCc1ccccc1Cl)C(=O)O	-2	3	-2	i	0	-5	-10	28	-10	2
COc1cc(/C=N/O)cc(Br)c1OC	-12	-2	2	i	-5	6	-11	15	19	-4
CCOc1ccccc1-c1noc(CCC(=O)NC2CCCCC2)n1	4	-2	-11	i	-22	0	4	18	-10	-1
Cc1cccc(N2CCN(CC(=O)NCC3CCCCC3)CC2)c1C	0	2	6	/	-15	-1	4	7	1	4
O=C(c1ccco1)N1N=C(c2cccs2)CC1c1ccc(F)cc1 (centres undefined)	6	5	5	i	8	1	3	28	15	1
C=C(C)Cn1c(=O)c2c(nc3n2CCN3c2cccc(Cl)c2C)n(C)c1=O	-13	/	/	i	/	-2	12	14	29	1
Cc1cc(SCC(=O)Nc2cccc(S(=O)(=O)NC3=NCCCCC3)c2)c(C)cc1Br	18	0	1	i	-11	7	38	9	35	-1
CC(=O)NCCc1ccc(S(=O)(=O)Nc2ccc(NC(=O)c3ccc(F)cc3)cc2)cc1	-5	-1	-1	i	2	-1	0	/	-9	/
CCN(CC)c1ccc(CNc2nc3ccccc3n2CCN2CCCCC2)cc1	/	-1	3	i	-27	0	/	31	-6	-3
CCOC(=O)c1cnc(N2CCN(C(=O)OCC)CC2)[nH]c1=O	-4	0	-1	i	-31	-1	10	14	-11	1
COc1ccc(S(=O)(=O)N2CC(C)N(C(=O)N3CCOCC3)C2)cc1 (centres undefined)	-1	0	-7	i	7	2	5	4	16	1
O=C(NC1CCCCC1)C(c1ccc(F)cc1)N(CCN1CCOCC1)C(=O)c1ccc(-c2ccccc2)[nH]1 (centres undefined)	4	0	-11	i	-31	-4	33	11	-1	1
C=CCNC(=O)C1CC2Cn3c(nc4cc5ccccc5cc43)C2N1C (centres undefined)	2	/	/	i	/	-2	-6	19	-16	1
Cc1c(CC(=O)NCCCC(=O)O)c(=O)oc2cc3c(cc12)CCC(C)(C)O3	-15	24*	-1	i	25	-3	-17	14	51	0
CC(=O)Nc1ccccc1-c1nc2ccccc2nc1OCC(=O)c1ccc(Cl)cc1	1	4	-4	i	-6	-1	-7	13	-5	-1
NS(=O)(=O)c1ccc(N=Nc2ccc(O)c3ncccc23)cc1	-14	-1	46*	i	80*	-1	-11	20	64*	1
O=C1CCC(C(=O)Nc2ccc(OC(F)F)cc2)N1 (centres undefined)	-5	0	-5	i	-11	-7	3	-2	9	0
O=C(Nc1cccc(-n2cccn2)c1)C1CCCN(Cc2ccc(C#CCCO)cc2)C1 (centres undefined)	-9	-3	-2	i	-33	-1	-3	14	18	4
CCN1CCN(S(=O)(=O)c2ccc3[nH]c(=O)oc3c2)CC1	-1	2	0	i	-12	-5	6	6	1	-1
COc1ccc(CN(C)S(=O)(=O)c2nnc(NC(=O)c3cccc(C)c3)s2)cc1OC	-6	-2	-6	i	-7	-2	4	17	11	7
O=C(C#Cc1ccccc1)NCc1ccccc1F	-4	-1	1	i	-19	0	-2	-85*	-70	-2
CC1C=CCC2C(=O)N(c3ccccc3OC(=O)c3cccs3)C(=O)C12 (centres undefined)	-1	0	2	i	-4	-2	12	0	2	-1
Cc1cccc(-c2nc(CS(=O)CC(=O)NC3CCCC(C)C3C)c(C)o2)c1 (centres undefined)	8	-1	9	i	2	0	13	19	-15	3
CCCCC(=O)Nc1ccc(NC(=S)NC(=O)CC(C)C)cc1OC	-5	5	4	i	14	0	-22	6	4	0
CCn1c(=N)n(CC(=O)C(C)(C)C)c2ccccc21	/	-5	0	i	-13	-3	/	16	-3	-2
CCOC(=O)c1c(C)[nH]c(C(=O)NCCc2ccc(OC)c(OC)c2)c1C	-2	4	12	i	-19	2	16	-6	32	2
